Screening data deposited in PubChem by several laboratories.
STK33 kinase inh = inhibitors of purified STK33 kinase, primary screen, biochemical, ADP-Glo luminescence, homogeneous, cell-free; MBP phosphorylation; inhibition, % at 10 µM; 320,000 tested, 0.073% active; AID 2661, 2010; Serine/threonine-protein kinase 33 (Homo sapiens), Q9BYT3;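 active means inhibition at or above 25%, using the most active replicate where run in duplicate; inactive means inhibition below 25%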
Target sequence (Q9BYT3 whole entry, looked up): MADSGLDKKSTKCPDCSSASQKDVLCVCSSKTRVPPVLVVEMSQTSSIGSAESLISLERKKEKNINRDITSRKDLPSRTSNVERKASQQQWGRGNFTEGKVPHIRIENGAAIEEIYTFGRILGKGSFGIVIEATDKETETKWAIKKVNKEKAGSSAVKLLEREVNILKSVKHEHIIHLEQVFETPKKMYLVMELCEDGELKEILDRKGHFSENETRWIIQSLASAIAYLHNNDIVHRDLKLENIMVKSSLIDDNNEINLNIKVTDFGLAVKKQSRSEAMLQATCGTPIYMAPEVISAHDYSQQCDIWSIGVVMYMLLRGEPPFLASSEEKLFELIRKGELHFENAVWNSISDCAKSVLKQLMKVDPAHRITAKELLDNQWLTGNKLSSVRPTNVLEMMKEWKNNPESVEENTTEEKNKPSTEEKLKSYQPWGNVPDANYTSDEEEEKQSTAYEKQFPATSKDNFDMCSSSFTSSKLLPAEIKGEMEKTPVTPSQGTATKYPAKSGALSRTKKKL
OX1R antag-1 = OX1R (HCRTR1) antagonists, primary screen, fluorescence, CHO/OX1R cells, Fluo-8 calcium, orexin A. Fluo-8 calcium fluorescence. inhibition, % at 5 µM. AID 434989, 2010. Orexin/Hypocretin receptor type 1 (Homo sapiens), O43613. 330,000 tested, 0.43% active;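 active means inhibition above its plate's threshold, mean inhibition of all tested compounds on the plate plus 3 SD, cut at about 37% in these data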;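 further: 0% = orexin A challenge wells and 100% = SB-334867-A antagonist wells; not every result past the cut was called active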
Target sequence (O43613 whole entry, looked up): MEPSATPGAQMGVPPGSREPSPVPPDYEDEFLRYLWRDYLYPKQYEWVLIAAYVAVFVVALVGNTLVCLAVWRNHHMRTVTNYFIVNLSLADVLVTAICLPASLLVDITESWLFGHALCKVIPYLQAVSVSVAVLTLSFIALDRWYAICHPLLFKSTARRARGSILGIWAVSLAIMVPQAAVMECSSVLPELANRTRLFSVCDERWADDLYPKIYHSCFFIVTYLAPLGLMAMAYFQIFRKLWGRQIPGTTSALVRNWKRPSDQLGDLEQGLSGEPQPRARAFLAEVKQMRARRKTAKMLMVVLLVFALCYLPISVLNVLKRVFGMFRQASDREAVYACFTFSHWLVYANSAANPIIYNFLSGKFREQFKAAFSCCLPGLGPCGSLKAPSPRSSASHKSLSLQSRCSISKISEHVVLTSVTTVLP
OX1R antag-2 = antagonists of human orexin 1 receptor (OX1R); AID 485270, 2010; Orexin/Hypocretin receptor type 1 (Homo sapiens), O43613; inhibition, % at 6.6 µM; OX1R-expressing cells, FRET antagonist read-out; 330,000 tested, 1.8% active; in the data active means inhibition mostly above about 38%, no sharp cut-off; inactive means mostly below about 40%;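 further: 0% = agonist challenge alone and 100% = reference antagonist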
Active calls of the source: *; · = no result given. Rows are unselected. About 2.2% of those tested had a hit in this group.

SMILES	STK33 kinase inh	OX1R antag-1	OX1R antag-2
CCCCn1c(N)c(N(CCOC)C(=O)CN(C)S(=O)(=O)c2ccc(Cl)cc2)c(=O)[nH]c1=O	0.0	6	20
Cc1nc2ccccc2c(=O)n1/N=C/C=C/c1ccccc1	-0.7	-34	5
CCOc1ccc(C)cc1S(=O)(=O)Nc1cccnc1	0.2	-23	18
CCOC(=O)N1CCC(Nc2c(OCC)c(=O)c2=O)CC1	-3.8	-6	12
O=C(Cc1ccc(S(=O)(=O)N2CCOCC2)s1)N1CCN(S(=O)(=O)c2cccc(Cl)c2)CC1	-0.7	-1	12
CC(C)(C)CC(=O)Nc1ccc(Nc2ccccc2)cc1	-4.7	10	8
COC(=O)c1cc(Cl)c(NS(=O)(=O)c2ccccc2)cc1OC	-1.2	-17	26
CC(=O)c1cc(-c2ccccc2)n(CC(=O)NCc2cccs2)c1C	-0.9	0	24
C[C@H](CO)N1C[C@H](C)[C@@H](CN(C)S(C)(=O)=O)Oc2ccc(NC(=O)NC3CCCCC3)cc2C1=O	-2.0	2	4
CCN1CCN(c2ccc(NC(=O)c3cccnc3)cc2Cl)CC1	3.3	-12	13
CC(C)c1nnc(NC(=O)c2cccnc2)s1	-0.7	-4	-7
CC(C)C[C@H](NC(=O)N1c2ccccc2NC(=O)[C@@H]1C(C)C)C(=O)N[C@@H](Cc1ccccc1)C(=O)O	-1.1	3	16
Cc1onc(-c2ccccc2)c1C(=O)Nc1nnc(CC(C)C)s1	-0.8	-31	4
COc1ccc(OCCOC(=O)CNC(=O)c2ccc(Cl)cc2Cl)cc1	-1.3	-5	23
Cc1cc(N2CCN(C/C=C/c3ccccc3)CC2)n2ncnc2n1	-1.4	5	12
COc1ccccc1NC(=O)CSc1nnnn1-c1ccc(C(=O)O)cc1	-1.3	-6	10
CC(C)(C)c1ccc(COC(=O)CNC(=O)CNC(=O)Cc2ccccc2)cc1	-3.3	-12	8
COc1ccc(-c2nsc(C(=O)N(c3ccc(F)cc3)C(C(=O)NC3CCCC3)c3ccc(OC)cc3)c2N)cc1 (stereo not drawn)	0.9	-12	11
CC(=O)Nc1ccc(C(=O)CSc2nnc(C)o2)cc1	0.2	-5	7
O=C(Nc1cccnc1Cl)c1cc(-c2ccc(Br)cc2)on1	-0.8	-15	10
O=C(O)c1cccc(CN2C(=O)S/C(=C/c3cccc([N+](=O)[O-])c3)C2=O)c1	1.1	-11	35
CC1CCN(C(=O)COC(=O)c2cc3ccccc3cc2O)CC1	-0.3	-26	4
Cc1ccc(NC(=S)Nc2ccc(S(=O)(=O)Nc3ncccn3)cc2)cc1Cl	1.0	1	13
O=C(c1ccc(=O)oc1)N1CCCc2ccccc21	2.6	-4	19
CC(C)(C)c1ccc(N/N=C(\C#N)S(=O)(=O)C(C)(C)C)cc1	0.1	-4	29
Later entries
SMILES	STK33 kinase inh	OX1R antag-1	OX1R antag-2
CCc1cccc(CC)c1C(O)c1cccnc1 (stereo not drawn)	4.3	2	20
CCOC(=O)[C@H]1[C@H]2COc3ccc(Cl)cc3[C@@H]2N2C(=O)[C@@H](CO)NC(=O)[C@@]12C	1.2	-13	7
CCOC(=O)N1CCN(C(=O)c2ccccc2NC(=O)c2ccc(OC)cc2)CC1	-1.1	-20	14
Cc1cc(NS(=O)(=O)c2ccccc2)c([N+](=O)[O-])cc1C	-1.3	-9	21
COC(=O)c1ccc(COc2cc(O)c3c(c2)OC(C)(C)CC3=O)cc1	-1.1	-47	9
Cc1ccccc1/C=N/N1CCN(c2ccccc2)CC1	0.2	-18	20
COc1ccc(-n2cnnc2SCC(=O)Nc2cc(S(=O)(=O)N3CCCCC3)ccc2C)cc1	·	-14	6
COc1ccccc1C(=O)Nc1ccc(Nc2ccccc2)cc1	-0.9	-9	28
Cc1ccc(C(=O)NCCCn2ccnc2)cc1C	-1.8	-12	3
COc1ccccc1C(=O)NCCC(=O)Nc1ccc(S(=O)(=O)N2C(C)CCCC2C)cc1 (stereo not drawn)	-0.8	-17	-6
COc1ccc(-c2nnc(SCC(=O)NC3CCCC3)n2C)cc1	-0.8	-1	12
O=c1c(-c2ccccc2Cl)coc2c(CN3CCCCC3)c(O)ccc12	-0.8	-13	5
C=CCn1c(SCC(=O)Nc2ccccc2-c2ccccc2)nc2cc(C(=O)O)ccc2c1=O	-5.9	-8	5
COc1cc(NC(=O)C2CC2)c(OC)cc1NC(=O)c1ccco1	-1.1	-15	20
COc1ccccc1NCC(=O)N/N=C/C=C/c1ccccc1	0.1	-7	17
COc1cc(/C=N/Nc2nc(C)cc(=O)[nH]2)cc(OC)c1O	9.1	-1	5
Cc1ccccc1NC(=O)CSc1nnc(Cc2cccn2C)n1-c1ccc(F)cc1	-0.8	-31	9
COc1ccc(/C=N/Nc2nc(-c3ccc(Cl)cc3)cc(C(F)(F)F)n2)cc1OC	-0.8	-29	14
Cc1ccc(NC(=O)Nn2cnnc2)cc1Cl	0.8	-5	-8
O=C(O)c1ccc(-c2noc(-c3ccccc3C(F)(F)F)n2)cc1	-0.5	11	-6
CCC(C)NC(=O)Cn1c(=O)n(CCCC(=O)NCc2ccccc2Cl)c(=O)c2ccccc21 (stereo not drawn)	0.2	-41	25
Cc1nnc(SCC(=O)Nc2ccc(N(C)C)cc2)n(N)c1=O	0.3	-8	17
COc1ccc(N2CCN(C(=O)CCC(=O)N3CC(C)Oc4ccc(C)cc43)CC2)cc1 (stereo not drawn)	-0.3	-16	13
N#C/C(=C(/O)C(Cl)c1ccccc1)c1nc2ccccc2s1 (stereo not drawn)	2.0	4	6
O=C(O)/C=C/c1cn(-c2ccccc2)nc1-c1cc2ccccc2o1	-1.3	9	27
(more compounds)
SMILES	STK33 kinase inh	OX1R antag-1	OX1R antag-2
O=[N+]([O-])c1ccc(Cl)cc1NCCCN1CCOCC1	-1.6	-2	32
Cc1csc(=O)n1CCC(=O)OCC(=O)c1c(N)n(C)c(=O)n(C)c1=O	-0.9	-9	6
O=C(Cc1c(F)cccc1Cl)Nc1ncc([N+](=O)[O-])s1	·	-9	43*
O=[N+]([O-])c1cccc(S(=O)(=O)Nc2ccc(S(=O)(=O)N3CCCC3)cc2)c1	-0.9	-14	12
COCCn1c(C(C)C)nc2ccccc21	-1.8	-12	-2
COc1ccc(N2CSC3=C(C#N)C(c4cc(OC)ccc4OC)CC(=O)N3C2)c(OC)c1 (stereo not drawn)	-0.8	-29	20
Cc1nc2cc(C(=O)N3c4ccccc4CC3C)ccc2s1 (stereo not drawn)	0.9	-14	21
Cc1nc(NCCCN2CCOCC2)c2oc3ccccc3c2n1	-0.2	-26	20
C/C=C/CSc1nc2c(c(=O)[nH]c(=O)n2C)n1Cc1ccc(C)cc1	0.9	-19	0
Nc1c(-c2ccccc2)cnn1-c1cccc(C(F)(F)F)c1	-2.8	-21	18
Cc1nc2ccccc2c2c1C(=O)N(c1ccc(C(=O)O)cc1)C2=O	-1.4	-2	5
CCCNC(=O)c1ccccc1SCc1c(C)noc1C	-0.7	-8	14
CCOCCCNC(=O)c1c[nH]c2ccc(S(=O)(=O)Nc3cccc(OC)c3)cc2c1=O	0.0	-7	18
O=S(=O)(NC(=NC1CCCCC1)c1ccccc1)c1ccc(F)cc1	-1.0	-12	34
COc1cc(NC(=O)CN(C)C2CCCCC2)c(C)cc1[N+](=O)[O-]	0.2	-21	6
Cc1ccc(-c2csc3nc4cc(C(N)=O)ccc4c(=O)n23)cc1	-0.5	-9	14
O=C(Nc1ccc(Br)cc1)Nn1cnnc1	1.3	4	19
Cc1ccc(OCC(=O)N(Cc2cccs2)C2CCS(=O)(=O)C2)cc1C (stereo not drawn)	-0.4	-20	10
O=C(NCc1ccccc1)c1ccc2c(=O)n(CCCN3CCCC3=O)c(=S)[nH]c2c1	0.3	-9	3
CCOC(=O)c1cccc(NC(=O)c2ccc3c(c2)OCO3)c1	2.5	-12	12
CC(=O)NS(=O)(=O)c1ccc(Nc2ccc([N+](=O)[O-])c3nonc23)cc1	0.7	-8	76*
CCCCn1c(SCC(=O)N2CCOCC2)nnc1-c1ccoc1C	0.1	-16	19
COc1ccc(N2CCN(Cc3nc4c(c(=O)n(C)c(=O)n4C)n3C(C)C(C)=O)CC2)cc1 (stereo not drawn)	2.3	5	-1
CCN(CC)S(=O)(=O)c1ccc(/C=C/C(=O)OCC(=O)NCc2ccco2)cc1	0.0	-6	8
Cc1ccc(S(=O)(=O)Nc2nc3ccc(S(C)(=O)=O)cc3s2)cc1	-0.1	-12	13
The list continues.
SMILES	STK33 kinase inh	OX1R antag-1	OX1R antag-2
O=C(C[C@H]1C[C@H](C(=O)N2CCCCC2)[C@@]2(CCc3ccccc3)c3[nH]c4cc(-c5ccco5)ccc4c3CCN2C1=O)NCCC1=CCCCC1	·	-35	7
Cc1cc(C)n(CCC(=O)N/N=C/c2ccc(O)cc2O)n1	·	0	22
COc1cc(/C=C/C(=O)O)cc(S(=O)(=O)N2CCc3ccccc32)c1OC	1.7	7	-5
CCOC(=O)c1c(NC(=O)CSc2nnnn2-c2ccc3c(c2)OCO3)sc(C)c1C	0.0	-9	12
S=C(NCC1CCCO1)NC1CCCCC1 (stereo not drawn)	-1.0	-5	-2
COc1ccc(C=O)cc1COc1ccc([N+](=O)[O-])c(C)c1	-0.7	-16	20
COCCSc1nnc(NC(=O)c2ccc3c(c2)OCO3)s1	2.8	-22	12
Cc1ccc(-c2cc(C(F)(F)F)c(C#N)c(SCCC#N)n2)o1	0.9	-28	25
COc1ccc(C(=O)Nc2ccc(C(=O)Nc3cccc(C)c3)cc2)cc1	-0.1	6	0
O=C(COc1ccccc1)N=C1SC2CS(=O)(=O)CC2N1Cc1ccccc1 (stereo not drawn)	-0.2	-7	11
Cc1onc(-c2ccccc2Cl)c1-c1nc(-c2ccccn2)no1	-1.5	-15	19
CC(C)(C)OC(=O)N[C@@H](Cc1ccccc1)C(=O)N1CCC(C(=O)NCC(=O)O)CC1	-1.2	-7	-4
CCCc1[nH]nc2c1C(C1CC=CCC1)C(C#N)=C(N)O2 (stereo not drawn)	1.4	2	10
O=C(OCCN1CCCCC1)c1c[nH]c2ccccc12	-1.8	-4	8
CCCCC(=O)Nc1cccc(NC(=S)NC(=O)COc2ccccc2Cl)c1	-0.4	-33	-2
C/C(N)=C(/C#N)C(=O)CSc1nnnn1-c1ccccc1	-0.8	-11	12
O=C(NCC1CCCO1)c1ccc2c(=O)n(Cc3cccc(Br)c3)c(=S)[nH]c2c1 (stereo not drawn)	0.6	-17	25
Cc1ccc(NC(=O)CCNS(=O)(=O)c2ccc3c(c2)oc(=O)n3C)c(C)c1	0.9	-24	5
CCOc1ccc(NC(=O)CSc2nc(C)cc(C)n2)cc1	-0.5	-12	6
COC(=O)CSc1nnc(CNS(=O)(=O)c2ccc(Cl)cc2)n1C	-1.2	-19	-8
CCOC(=O)C1(CCOc2ccccc2)CCN(Cc2ccc(C#CCCO)cc2)CC1	-3.1	-17	14
CC(=O)c1c(C)[nH]c(C(=O)OCC(=O)Nc2nnc(-c3ccccc3)o2)c1C	-0.6	-30	16
CCc1ccc(C(=O)NNC(=S)Nc2ccc(S(N)(=O)=O)cc2)s1	-1.1	-5	15
CCC(CC)C(=O)NCCc1ccc(OC)c(OC)c1	-1.0	-18	13
CCOC(=O)C1CCN(C(=O)C2CCN(c3ncnc4c3nc3n4CCCCC3)CC2)CC1	-1.7	-25	16

Part of the list above, with the structure last:
STK33 kinase inh | OX1R antag-1 | OX1R antag-2 | canonical_smiles
-1.1 | -5 | 15 | CCc1ccc(C(=O)NNC(=S)Nc2ccc(S(N)(=O)=O)cc2)s1
-1.0 | -18 | 13 | CCC(CC)C(=O)NCCc1ccc(OC)c(OC)c1
-1.7 | -25 | 16 | CCOC(=O)C1CCN(C(=O)C2CCN(c3ncnc4c3nc3n4CCCCC3)CC2)CC1

(further entries)
SMILES	STK33 kinase inh	OX1R antag-1	OX1R antag-2
Cc1noc(C)c1COC(=O)COc1ccc(-c2ccccc2)cc1	-1.4	-14	19
CCCNS(=O)(=O)c1ccc(OCC(=O)NCC2CCCO2)cc1 (stereo not drawn)	-0.7	-19	24
CC[C@@]1(C(=O)OC)N[C@H](CN(C)C(C)=O)[C@@H]2C(=O)N(C)C(=O)[C@@H]21	·	8	2
CC(c1ccccc1F)n1cc(C(=O)NCCCn2ccnc2)nn1 (stereo not drawn)	-0.3	-16	13
COCCNC(=S)N/N=C(\C)CCc1ccc2c(c1)OCO2	0.4	-5	5
COCCNC(=O)C(c1ccc(C)o1)N(Cc1ccco1)C(=O)c1snc(C(N)=O)c1N (stereo not drawn)	-0.2	-13	23
Cc1cc(C)cc(N(CCC#N)C(=O)COC(=O)c2ccc(OCc3c(C)noc3C)cc2)c1	2.0	-31	10
COC(=O)c1ccc(NC(=O)CCN2C(=O)CSC2=O)cc1	-0.6	-21	8

An excerpt of these results, as comma-separated lines.
SMILES,STK33 kinase inh,OX1R antag-1,OX1R antag-2
CCCNS(=O)(=O)c1ccc(OCC(=O)NCC2CCCO2)cc1 (stereo not drawn),-0.7,-19,24
COC(=O)c1ccc(NC(=O)CCN2C(=O)CSC2=O)cc1,-0.6,-21,8
CC[C@@]1(C(=O)OC)N[C@H](CN(C)C(C)=O)[C@@H]2C(=O)N(C)C(=O)[C@@H]21,·,8,2
CC(c1ccccc1F)n1cc(C(=O)NCCCn2ccnc2)nn1 (stereo not drawn),-0.3,-16,13
